Rac1 act GTP bind: GTP binding modulators of activated mutant Rac1, primary screen, biochemical, bead-based flow cytometry, multiplex, fluorescent GTP; GST-Rac1 activated beads; actives lie on both sides; 100% means binding = to untreated wells; percent activity (GTP binding), % at 10 µM; hit rate 0.11% among 190,000; AID 764, 2007;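 active = GTP binding at least 20 percentage points away from the 100% baseline, in either direction, so actives lie on both sides; inconclusive = Compound likely fluorescent itself, or too few beads counted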
Rab2A wt mod: modulators of GTP binding to Rab2A wildtype, primary screen, biochemical, dog, bead-based flow cytometry, multiplex | GST-Rab2 wt beads, Bodipy-GTP binding | GTP binding activity, % at 10 µM | hit rate 0.19% among 190,000 | AID 760, 2007;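 active = GTP binding activity at least 20 points away from 100%, either lowered or raised; inconclusive = signal likely due to the compound's own green fluorescence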;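 also: 0% = beads with excess unlabeled GTP and 100% = no-compound control corrected for plate trend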
Bcl-B Bim block: inhibitors of Bim-Bcl-B binding, primary screen, biochemical, multiplexed, human Bcl-2 family; Bcl-2-like protein 10 (Homo sapiens), Q9HD36; bead-based flow cytometry, Bim peptide-Bcl-B binding; inhibition, % at 10 µM; hit rate 0.073% among 190,000; AID 951, 2007;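 also: 0% = tracer peptide without compound and 100% = reference inhibitor peptide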
Target sequence (Q9HD36 whole entry, looked up): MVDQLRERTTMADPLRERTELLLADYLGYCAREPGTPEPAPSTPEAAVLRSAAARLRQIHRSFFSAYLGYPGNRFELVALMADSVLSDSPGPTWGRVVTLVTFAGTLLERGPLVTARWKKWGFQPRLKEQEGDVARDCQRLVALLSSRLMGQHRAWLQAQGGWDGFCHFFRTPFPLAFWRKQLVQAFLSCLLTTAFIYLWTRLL
HRas wt GTP: modulators of GTP binding to HRas wildtype, primary screen, biochemical, bead-based flow cytometry, multiplex | GTPase HRas (Homo sapiens), P01112 | GST-Ras wt beads, Bodipy-FL-GTP binding; actives lie on both sides | GTP binding activity, % at 10 µM | hit rate 0.14% among 190,000;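 active = GTP binding activity at least 20% away from the 100% baseline, either lowered as inhibitor or raised as activator; inconclusive = flagged as likely green fluorescent, judged across all proteins in the well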;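 also: 0% = unlabeled GTP competition control and 100% = no-compound control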
Rac1 wt modul: wildtype Rac1 GTP binding modulators, primary screen, biochemical, GST-Rac1 beads, flow cytometry, multiplex | GTP binding activity (% of control), % at 10 µM | fluorescent GTP binding; actives lie on both sides; 0 = cold GTP competed, 100 = untreated | hit rate 0.27% among 190,000;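 active = GTP binding activity at least 20 points away from the 100% control level, either lower or higher; inconclusive = compound flagged as likely green fluorescent, judged across all proteins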
Bim-Bcl-2: inhibitors of Bim-Bcl-2 binding, primary screen, biochemical, multiplexed, human Bcl-2 family | Apoptosis regulator Bcl-2 (Homo sapiens), P10415 | hit rate 0.06% among 190,000 | inhibition, % at 10 µM | AID 950, 2007 | Bead-based flow cytometry, Bim peptide-Bcl-2 binding; in the data active = inhibition above about 40%; inconclusive = no clear call, values can overlap the other calls;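 also: 0% = no compound wells with probe peptide and 100% = reference peptide inhibitor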
Target sequence (P10415 whole entry, looked up): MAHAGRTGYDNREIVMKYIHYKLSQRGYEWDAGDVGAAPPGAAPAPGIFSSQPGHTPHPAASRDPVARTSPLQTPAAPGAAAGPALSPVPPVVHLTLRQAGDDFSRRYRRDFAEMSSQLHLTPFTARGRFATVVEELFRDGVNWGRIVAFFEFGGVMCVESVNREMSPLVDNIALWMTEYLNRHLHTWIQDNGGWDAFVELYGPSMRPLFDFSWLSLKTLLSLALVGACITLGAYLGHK
Bcl-XL Bim block: inhibitors of Bim-Bcl-XL binding, primary screen, biochemical, multiplexed, bead flow cytometry, human Bcl-XL; inhibition, % at 10 µM; Bim peptide-Bcl-XL binding, fluorescence; AID 1007, 2008; hit rate 0.04% among 190,000; Bcl-2-like protein 1 (Homo sapiens), Q07817
Rab7 wt GTP bind: modulators of GTP binding to Rab7, primary screen, biochemical, wildtype, multiplex bead flow cytometry. hit rate 0.055% among 190,000. GST-Rab7 beads, fluorescent GTP binding; actives lie on both sides; untreated = 100%, excess cold GTP = 0%. AID 758, 2007. GTP binding activity (percent of control), % at 10 µM;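 active = fluorescent GTP binding to Rab7 beads changed by at least 20 points from the 100% baseline, either direction, mostly lower; inconclusive = compound itself probably fluorescent, or too few beads counted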;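 also: median green fluorescence of bound Bodipy-FL-GTP per Rab7 bead population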
Bim-Bfl-1: inhibitors of Bim binding to Bfl-1, primary screen, biochemical, multiplexed, bead-based flow cytometry | Bcl-2-related protein A1 (Homo sapiens), Q16548 | Bim-Bfl-1 binding inhibition | inhibition, % at 10 µM | hit rate 0.12% among 190,000;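 also: 0% = wells without compound plus tracer and 100% = blocker peptide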
Cdc42 wt: modulators of GTP binding to wildtype Cdc42, primary screen, biochemical, multiplex bead flow cytometry, Bodipy-GTP; Cell division control protein 42 homolog (Homo sapiens), P60953; GST-Cdc42 beads; actives lie on both sides; percent activity (GTP binding), % at 10 µM; hit rate 0.2% among 190,000; AID 761, 2007;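 active = percent activity GTP binding at least 20 points away from the 100% baseline, either down as inhibitor or up as activator; inconclusive = compound flagged as likely green fluorescent from well-wide comparison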;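 also: median bead fluorescence of bound Bodipy-FL-GTP at 100 nM; 0% = excess unlabeled GTP control and 100% = no compound control; below 100% means less GTP binding so inhibitor and above means activator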
Target sequence (P60953 whole entry, looked up): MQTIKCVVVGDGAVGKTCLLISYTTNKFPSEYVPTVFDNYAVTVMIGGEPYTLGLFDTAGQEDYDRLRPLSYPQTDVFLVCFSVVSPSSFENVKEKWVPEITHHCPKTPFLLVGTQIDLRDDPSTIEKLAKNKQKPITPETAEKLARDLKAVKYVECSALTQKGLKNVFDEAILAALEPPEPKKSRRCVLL
Bim-Bcl-W: inhibitors of Bim binding to Bcl-W, primary screen, biochemical, multiplexed, bead-based flow cytometry. hit rate 0.02% among 190,000. Bcl-2-like protein 2 (Homo sapiens), Q92843. inhibition, % at 10 µM. Bim peptide-Bcl-W binding;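 also: 0% = bound tracer without compound and 100% = peptide blocker; higher means less fluorescent Bim peptide bound to Bcl-W beads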
Target sequence (Q92843 whole entry, looked up): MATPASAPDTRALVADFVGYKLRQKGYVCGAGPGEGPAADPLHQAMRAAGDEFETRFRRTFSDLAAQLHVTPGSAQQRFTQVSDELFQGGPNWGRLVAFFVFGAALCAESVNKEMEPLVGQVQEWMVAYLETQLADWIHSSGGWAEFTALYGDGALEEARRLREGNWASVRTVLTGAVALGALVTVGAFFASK
Numbers without * were called inactive; u = inconclusive; & = joins results of further samples. Rule as the data show it, unless noted: active = inhibition above about 40%. Random draw from the library (roughly 0.62% active in at least one column).

SMILES,Rac1 act GTP bind,Rab2A wt mod,Bcl-B Bim block,HRas wt GTP,Rac1 wt modul,Bim-Bcl-2,Bcl-XL Bim block,Rab7 wt GTP bind,Bim-Bfl-1,Cdc42 wt,Bim-Bcl-W
CN(C)S(=O)(=O)c1ccc(C(=O)Nc2ccc(OCC(=O)N3CCOCC3)cc2)cc1,97,99,-1,98,101,-7,-3,97,-8,100,1
O=C(Nc1nc2c(Cl)cccc2s1)c1ccc(Br)o1,95,93,0,95,97,-3,-4,91,1,99,0
CS(=O)(=O)N(CC(=O)Nc1cccc([N+](=O)[O-])c1)c1ccccc1F,94,92,0,94,96,2,0,91,-5,91,2
C=CCNc1oc(COc2ccc(C)cc2)nc1C#N,95,96,-6,97,96,-8,-3,96,-6,94,-2
Cc1csc(SCC(=O)Nc2c(C)n(C)n(-c3ccccc3)c2=O)n1,96,100,3,98,100,3,-3,100,4,98,3
COCCSc1nnc(NS(=O)(=O)c2ccc(F)cc2)s1,99,97,-7,96,100,2,-3,96,5,99,-2
O=C(CSc1nnnn1-c1ccc(F)cc1)c1ccc(O)c(O)c1,94,96,-7,97,99,-4,-6,104,-4,95,-5
COc1ccc(/C=N/NC(=O)c2ccc(CN3c4cccc5cccc(c45)S3(=O)=O)cc2)cc1,98,98,-3,101,100,0,-2,98,0,99,0
CN(C)S(=O)(=O)c1cccc(C(=O)C2=C3SC=C(c4ccccc4)N3CC2)c1,98,96,-18,97,99,-8,-10,100,-19,100,-3
CC(C)(O)C#Cc1ccccc1C(=O)NC(CC(N)=O)C(=O)O (stereo not given),98,100,-11,99,97,-9,1,97,-18,98,-2
COc1ccc(NC(=S)NC(NC(=O)c2cccc3ccccc23)C(Cl)(Cl)Cl)c([N+](=O)[O-])c1 (stereo not given),95,97,-3,100,105,-3,3,98,-7,99,3
COC(=O)Cc1c(C(=O)OC)nnn1-c1ccc(OC(F)(F)F)cc1,96,99,-3,99,98,-3,-1,103,-8,99,-2
CN1C(=C2C(=O)OC(C)(C)OC2=O)Sc2ccccc21,99,98,-3,100,102,-5,-1,98,-9,102,1
Cc1nc(NC(=O)c2cc3c(s2)CCCCC3)sc1C(=O)N(C)C,102,99,-4,101,106,-11,-6,98,-15,102,0
Cc1ccc(C(=O)NC(=C(Cl)Cl)S(=O)(=O)c2ccc(C)cc2)cc1,101,100,-5,99,103,-5,-8,99,-13,97,-3
CC(C)C(NS(=O)(=O)c1ccc(Br)s1)C(=O)O (stereo not given),99,102,-7,102,105,-6,3,100,-12,102,3
CCOc1ccc(N=C2NC(=O)C(CC(=O)Nc3ccc(OC)cc3)S2)cc1 (stereo not given),96,95,-2,99,100,-2,-1,103,-7,98,-1
CC(=O)c1ccc(NC(=O)CN2C(=O)CCC2=O)cc1,94,92,-2,90,97,-1,-2,88,4,93,1
CC(C)NC(=O)Cn1nnc(-c2ccc(Cl)cc2)n1,u,u,-11,u,u,-9,-12,u,-19,u,-6
COCC1CCN(C(=O)c2cc(COc3ccc4ncccc4c3)on2)CC1,88,97,-9,95,94,-2,-5,103,-6,95,0
O=C(c1ccc(N2CCCCC2)c([N+](=O)[O-])c1)N1CCN(c2ccccn2)CC1,93,101,-1,101,102,0,-3,106,-3,98,0
Cc1ccc2nc(N3CCOCC3)c(C=O)c(=O)n2c1,95,99,-3,97,96,-1,-5,92,-6,95,1
CC(C)CC(=O)NC(=S)Nc1cccc(NC(=O)c2ccccc2Cl)c1,95,97,-3,100,97,-7,0,97,-8,97,0
O=C(CSc1nc(O)c(Cc2ccccc2)c(=O)[nH]1)Nc1nnc(SCc2ccccc2)s1,91,96,-5,96,95,-1,-4,101,-8,96,0
C=CCNc1nc(S(=O)Cc2ccc(C)cc2)nc2c1CCCC2 (stereo not given),93,98,2,97,97,4,1,96,5,98,2
Cc1nn(-c2ccccc2)c(C)c1/C=N/NC(=O)CSc1nc2ccccc2c(=O)n1-c1ccc(Br)cc1,100,101,0,101,100,-1,1,94,0,100,-3
O=C(c1ccc(C(F)(F)F)cc1)C1CCCN(C(=O)CN2C(=O)CSC2=O)C1 (stereo not given),97,99,-6,100,99,-2,0,99,-3,99,-2
O=C(CO/N=C/c1ccc(OC(F)F)cc1)N1CCc2ccccc21,97,100,-2,99,101,0,-4,101,-1,100,-2
N#Cc1ccccc1NC(=O)COC(=O)c1ccc(S(=O)(=O)N2CCCC2)cc1,100,101,0,101,102,0,0,100,-6,104,2
O=C(CN1CCN(c2ccccc2F)CC1)N1N=CCC1c1ccccc1 (stereo not given),99,97,1,98,104,-1,-2,97,1,101,-1
CCOC(=O)Cn1c(-c2ccccc2)ccc(C#N)c1=O,98,101,-4,101,107,-1,-3,104,0,100,0
O=C(CN1C(=O)NC2(CCCCCC2)C1=O)NC1CCCCCCC1,95,99,-5,100,102,-6,-1,102,-5,97,-5
CSCCC(NS(=O)(=O)c1ccccc1F)C(=O)OCc1ccccc1Cl (stereo not given),96,96,-4,98,98,-3,-4,97,-16,94,-2
COc1cc(/C=N/Nc2cccc(C)c2)cc(Br)c1O,92,92,-10,93,93,-8,-7,93,-4,93,-5
CCN(CC)CCNC1=CC(=O)OC12CCCCC2,102,102,-2,106,107,0,0,102,0,104,0
CCOc1ccc2nc(SCC(=O)N3c4ccccc4Sc4ccccc43)sc2c1,102,102,-7,102,103,-11,-8,100,-11,95,-4
COc1c(Cl)cc(Cl)cc1C(=O)Nc1ccc(NC(=O)c2cccs2)cc1,98,101,3,101,99,1,2,100,1,99,2
CCOCCCNC(=O)CN1CCN(c2ccc(F)cc2)CC1,94,97,-8,99,96,-8,0,97,-9,99,0
O=C1NCC(COc2ccc(Cl)cc2)O1 (stereo not given),98,96,-1,98,103,-1,-3,96,-5,99,0
C=CCC1(O)C(=O)N2C(=C1C(=O)OCC)c1ccc3ccccc3c1CC2(C)C (stereo not given),97,98,-2,101,97,-3,0,94,-2,97,-2
COc1ccc(CCNC(=O)CCN2C(=O)c3ccccc3C2=O)cc1OC,93,97,-3,97,95,-5,0,106,-3,98,-3
CCOC(=O)N1CCN(Cc2nc(-c3ccc(C)cc3)no2)CC1,100,103,1,102,103,2,2,99,3,102,3
COc1ccc(S(=O)(=O)Nc2ccc(NC(C)=O)cc2)cc1OC,99,101,-9,101,103,-8,-5,99,-13,100,-1
CCC1C(=O)Nc2nc(-c3ccccc3)c(-c3ccccc3)n2N=C1C (stereo not given),99,99,-10,98,103,-16,-15,103,-21,98,-1
CC(C)(C)C1=NN(c2ccc([N+](=O)[O-])cc2)C(c2ccccc2)C1 (stereo not given),91,95,-25,93,95,-4,1,100,3,94,1
O=[N+]([O-])c1c(NCCO)cc(N2CCC3(CC2)OCCO3)c2nonc12,102,100,-1,101,107,4,1,101,0,103,0
CC1Cc2ccccc2N1CC(=O)NCc1ccc2c(c1)OCO2 (stereo not given),102,101,-7,101,103,0,-3,100,-4,101,-3
COc1ccc(/C=C2\NC(=S)N(CC3CCCO3)C2=O)c(OC)c1C (stereo not given),100,99,-10,100,100,-7,-16,102,-7,98,-1
CCN1CCN(C(C(=O)NC2CCCCC2)c2ccc(Cl)cc2)CC1 (stereo not given),90,89,-6,91,91,-6,-1,86,-9,94,-4
Cc1ccc(C2(C)NC(=O)N(CC(=O)Nc3c(C)n(C)n(-c4ccccc4)c3=O)C2=O)cc1 (stereo not given),102,98,-10,98,105,-9,-7,98,-4,105,-7
O=C(Cc1coc2ccc3ccccc3c12)NC1CCCc2ccccc21 (stereo not given),106,102,-6,104,110,-9,-2,104,-17,101,-2
O=C(O)c1ccccc1-n1c(-c2ccccc2)cc2c1CCCC2=O,98,98,5,97,99,0,-2,94,-1,97,-1
CCCC(C)C(=O)NCc1ccc2c(c1)OCO2 (stereo not given),99,99,-4,100,103,-6,-4,100,-7,102,-2
CC(NCC1(N2CCOCC2)CCCCC1)C(=O)Nc1ccc(Cl)cc1Cl (stereo not given),97,105,0,102,108,1,0,108,-2,102,0
Cc1ncc2c(c1OC(=O)c1ccccc1)COC(C)(C)OC2,98,97,-5,97,98,-3,-15,95,-2,100,0
CCOc1ccc(NC(=S)N2c3ccccc3CC2C)cc1 (stereo not given),90,92,-5,93,88,1,-1,99,-1,89,-4
Cc1ccc(OCc2nnc(SCC(=O)c3cccs3)n2-c2ccccc2)cc1C,u,u,-10,u,u,-3,-4,u,0,u,-5
CSc1cccc(NC(=O)CCc2ccccc2)c1,90,96,-1,95,95,-1,2,103,-2,94,-1
COc1cc(NC(=O)c2c(F)cccc2F)c(Cl)cc1Cl,93,100,-5,100,99,-9,-4,105,-6,93,-4
C=C(C)c1cccc(C(C)(C)NC(=O)Nc2ccc(C(N)=O)cc2)c1,98,97,-3,99,99,-5,-3,98,-10,96,1

More compounds follow:
SMILES,Rac1 act GTP bind,Rab2A wt mod,Bcl-B Bim block,HRas wt GTP,Rac1 wt modul,Bim-Bcl-2,Bcl-XL Bim block,Rab7 wt GTP bind,Bim-Bfl-1,Cdc42 wt,Bim-Bcl-W
Cc1ccnc2c1NC(=O)c1cccnc1N2C1CC1,101,100,-10&-3,101,106,-9&-4,-10&0,100,-15&0,101,-2&0
COc1ccc(C)cc1NS(=O)(=O)c1ccc(NS(=O)(=O)c2ccc(NC(C)=O)cc2)cc1,97,96,-2,97,102,3,5,95,3,97,4
CCN(CC)CCOC(=O)c1c(C)n(C)c2ccc(OC)cc12,u,u,-3,u,u,-6,-4,u,-3,u,-4
CC(C)CCNCC1OCc2ccccc2CO1,101,102,-12,102,102,-4,-11,105,-12,102,-7
